Pf growth 48h: Primary qHTS for delayed death inhibitors of the malarial parasite plastid, 48 hour incubation | P. falciparum luciferase growth in erythrocytes, 48 h | Potency, µM (titrated, usually from 28.7 µM), without a hit: at the highest dose activity change, negative = inhibition, hits mostly inhibitors | actives 5.9% (n = 310,000); also: potency is read from the fitted curve at half-maximal effect; % is scaled to controls: 0 for no effect and ±100 for the full control effect
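In quantitative HTS format, infected erythrocytes bearing luciferase-reporter parasites were treated for a single generation at 37 C. Luminescence after adding detection reagent served as the growth measure.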
HCV inhibitor: qHTS Assay for Inhibitors of Hepatitis C Virus (HCV). Huh7.5.1 HCVcc-Cre infection, luciferase reporter, 44 h. Potency, µM (highest dose often 41.8 µM), for the others: at the top dose activity change, negative = inhibition, usual class: inhibitors. actives 3.4% (n = 340,000). AID 651820, 2012; also: potency is read from the fitted curve at half-maximal effect; % is scaled to controls: 0 for no effect and ±100 for the full control effect
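Cells seeded at 1,000/well and cultured 4 h, then compounds added followed by HCVcc-Cre virus (~0.5 moi). After 44 h further culture, luciferase substrate was added, plates held 15 min at room temperature, and luminescence read for 15 sec.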
Pf growth 96h: Primary qHTS for delayed death inhibitors of the malarial parasite plastid, 96 hour incubation | Potency, µM (doses to about 28.7 µM), for the others: at the top dose activity change, negative = inhibition, hits mostly inhibitors | actives 6.9% (n = 320,000) | P. falciparum luciferase reporter growth, 96 h; also: potency is read from the fitted curve at half-maximal effect; % is scaled to controls: 0 for no effect and ±100 for the full control effect
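Two parasite generations (96 h, 37 C, 5% CO2) of compound exposure in infected erythrocytes (0.05% parasitemia, 2% hematocrit). Luciferase-reporter P. falciparum; decreased luminescence indicates inhibited growth, aimed at apicoplast-acting delayed death.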
Giardia FBPA inh: qHTS Assay for Inhibitors of Fructose-1,6-bisphosphate Aldolase from Giardia Lamblia. A8B2U2. purified Giardia FBPA. Potency, µM (top dose mostly 59.6 µM), for inactives: at the top dose activity, negative = inhibition, most hits filed as inhibitors. actives 0.71% (n = 290,000); also: potency is read from the fitted curve at half-maximal effect; % is scaled to controls: 0 for no effect and ±100 for the full control effect; nearly all actives have a fitted effect of over 55% in size
Target sequence (A8B2U2 whole entry, looked up): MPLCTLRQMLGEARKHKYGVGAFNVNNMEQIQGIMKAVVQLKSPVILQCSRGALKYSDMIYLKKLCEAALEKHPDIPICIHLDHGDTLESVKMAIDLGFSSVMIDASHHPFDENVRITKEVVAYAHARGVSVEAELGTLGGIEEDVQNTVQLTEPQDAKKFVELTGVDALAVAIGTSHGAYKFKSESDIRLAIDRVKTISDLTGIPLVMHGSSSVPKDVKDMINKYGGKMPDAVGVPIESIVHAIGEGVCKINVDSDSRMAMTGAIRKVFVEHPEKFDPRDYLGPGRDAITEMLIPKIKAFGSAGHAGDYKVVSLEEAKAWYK
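40 nM FBPA preincubated 10 min at RT with compound (up to 57.5 uM final), then substrate plus GAPDH/TPI/NAD/arsenate coupling and diaphorase/resazurin added. Fluorescence read after 20 min at RT, 525/598 nm.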
Shiga toxin inh: A qHTS for Small Molecule Inhibitors of Shiga Toxin. Vero cells, Shiga toxin protein synthesis inhibition reporter. inhibition, % at 38.7 µM. actives 9.2% (n = 290,000). AID 2315, 2010; in the data active = inhibition mostly above about 28%, no sharp cut-off; inactive = mostly below about 43%; also: 0% is about no effect
Cycloheximide cs: Cycloheximide Counterscreen for Small Molecule Inhibitors of Shiga Toxin | actives 12% (n = 300,000) | cell reporter, cycloheximide protein synthesis inhibition counterscreen | max response, % | AID 2314, 2010; in the data active = max response mostly above about 13%, no sharp cut-off; inactive = mostly below about 14%; also: read at 38.3 µM for the half of the compounds with a filed dose; 0% is about no effect
* hit, by the source's call; ? = inconclusive; / = no result given; [ ] = another dose, or the depositor's remark. Unless noted, calls follow the shape of the dose curve; as a rule, active = well fitted curve in the direction sought with a large enough effect; inconclusive = small, poorly fitted or top-dose-only effect, or another doubt; inactive = no such curve, though single readings can be large; an effect the other way counts as inactive or inconclusive.

SMILES	Pf growth 48h	HCV inhibitor	Pf growth 96h	Giardia FBPA inh	Shiga toxin inh	Cycloheximide cs
COC(=O)CCCC1=CC2=CC(=O)C(C)(OC(=O)c3cccs3)C(=O)C2=CN1c1cccc(C#N)c1 (stereo not drawn)	?	-1%	?	?	-2	-5
Cc1c(Cl)cccc1NC(=S)N1CC2CC(C1)c1cccc(=O)n1C2 (stereo not drawn)	2%	35%[activator]	/	-4%	-6	-1
O=C(Nc1nccs1)c1ccc(S(=O)(=O)NCC2CCCCC2)cc1	-5%	/	-24%	2%	-2	-1
COc1ccccc1NC(=O)Cn1c(CCC(=O)O)ccc1-c1ccc(C)cc1	?	4%	8%	?	3	-3
CC1CCCN(CCCNC(=O)c2cn(C)c3ccc(S(=O)(=O)N(C)C4CCCCC4)cc3c2=O)C1 (stereo not drawn)	13µM*	0%	21%	/	-1	-2
CCOc1ccc(C(=O)C(C)OC(=O)Cn2[nH]c(=O)c3ccccc3c2=O)cc1 (stereo not drawn)	1%	1%	-14%	/	-3	1
O=C(O)CC(c1cccc(C(F)(F)F)c1)N1CCS(=O)(=O)CC1 (stereo not drawn)	-33%[1.15 µM]	21%	25%	0%	15	-6
COc1ccc(-n2nc(C(=O)NCC(=O)NCc3ccco3)c3ccccc3c2=O)cc1Cl	?	?	3%	-2%	-18	3
CN(C)c1cccc(C(=O)N2CCC(n3nccc3NC(=O)C3CCOC3)CC2)c1 (stereo not drawn)	-3%	1%	17%	/	-2	5
Cc1nn(C(C)C(=O)N2CCCC2)c(=O)c2nn(-c3ccccc3)c(C)c12 (stereo not drawn)	2%	18%	?	/	-2	-1
CCn1c(=NC(=O)c2ccc(S(=O)(=O)N3CCOCC3)cc2)sc2cccc(OC)c21	?	10µM*	?	-7%	-8	-3
O=C(NCc1cccnc1)C(=O)NCC(c1ccco1)N1CCN(c2ccccc2)CC1 (stereo not drawn)	11%	8%	-1%	5%	-7	1
Cc1ccc(C)c(OCC(=O)NC(Cc2c[nH]c3ccccc23)C(=O)O)c1 (stereo not drawn)	6%	25%	-4%	11%	20	0
O=C(Nc1nc2ccccc2s1)C1CCCO1 (stereo not drawn)	/	-6%	314%[activator]	0%	89*	47*
CC(=O)Nc1ccc(C2=NNC(=Nc3cccc(S(=O)(=O)N(C)C)c3)SC2)cc1	?	?	?	-21%	-8	-2
CN(Cc1nccn1C)C(=O)CC1C(=O)NCCN1Cc1ccccc1C(F)(F)F (stereo not drawn)	43%[activator]	13%	?	-24%	-14	-1
OCCCc1nc2n(n1)C(c1ccccc1)C=C(c1ccccc1)N2 (stereo not drawn)	/	18%	?	-13%	-17	-3
Cc1ccc(C(=O)OCC(=O)N2CCC(C)CC2)cc1S(=O)(=O)N1CCCCC1	2%	-11%	7%	/	1	-3
O=C(Nc1c2c(nn1-c1ccccc1)CS(=O)C2)c1ccc(Br)o1 (stereo not drawn)	14%	-4%	30%	/	-14	-2
CCC(C)[C@H]1CNCCN1CCCc1cc(OC)c(OC)c(OC)c1 (stereo partly drawn)	?	21%	59%[activator]	/	/	/
O=C(O)c1sccc1OCc1ccccc1	4%	-10%	13%	11%	7	-4
COc1ccc(CC(=O)NCCS(=O)(=O)N2CCN(c3ccccc3)CC2)cc1OC	-19%	?	1%	/	/	/
C/C(=N\Nc1ccc(Cl)c(Cl)c1)c1ccc(-n2ccnc2)cc1	12µM*	?	4.7µM*	1%	21	10
CCOC(=O)N1CCN(c2c(N3CCOCC3)c(=O)c2=O)CC1	/	12%	-14%	0%	-5	10
C/C(=N\Nc1ccc([N+](=O)[O-])cc1)c1ccco1	232%[activator]	-2%	372%[activator]	0%	34*	47*

The list goes on.
SMILES	Pf growth 48h	HCV inhibitor	Pf growth 96h	Giardia FBPA inh	Shiga toxin inh	Cycloheximide cs
CCCOC(c1ccccc1)(c1ccc(C(F)(F)F)cc1)C(Oc1nc(C)cc(C)n1)C(=O)O (stereo not drawn)	36%	-11%	?	10%	-9	-3
CN(C(=O)COC(=O)c1ccc([N+](=O)[O-])cc1)c1ccccc1	3%	-11%	4%	-2%	21	-2
CN(C(=O)COn1nnc2ccc(S(=O)(=O)N3CCOCC3)cc21)c1ccccc1	0%	11%	?	/	/	/
COc1ccc(CN2CCN(S(=O)(=O)c3ccc(NC(C)=O)cc3)CC2)cc1	?	?	?	?	-5	-6
Cc1cccc(OCC(O)CN2CCN(S(=O)(=O)c3ccc(C)cc3C)CC2)c1 (stereo not drawn)	?	?	6.6µM*	6%	-3	7
Cn1c(C(C(=O)NCC2CCCO2)N(C(=O)Cn2nnc3ccccc32)C2CCCCC2)nc2ccccc21 (stereo not drawn)	?	-3%	-6%	-1%	-5	7
CC(C)c1ccc(OCC(O)CN2CCCC2)cc1 (stereo not drawn)	-3%	?	?	-12%	-8	0
Cc1ccc(C)c(NC(=O)CN(C)C(=O)Cc2coc3cc(C)c(C)cc23)c1	-13%	-15%	?	/	/	/
CCc1nc(SCC(=O)Nc2ccccc2C)n[nH]1	13%	-1%	-17%	-14%	-8	-2
Cn1c(CNC2CCCCC2)c(C#N)c2ccccc21	11%	-29%	?	2%	13	10
N/C(=N\OS(=O)(=O)c1ccc(Cl)cc1)c1cccnc1	18%	12%	?	8%	12	1
CC(C)(C)N(Cc1ccccc1)C(=O)CSc1ncn[nH]1	12%	-4%	11%	-9%	-5	-4
COc1ccc(CNS(=O)(=O)c2ccc(C3CNC(=O)C3)cc2)cc1 (stereo not drawn)	1%	3.2µM*	-1%	6%	2	-3
CSCCCN1CCCC(CO)(Cc2ccc(F)cc2)C1 (stereo not drawn)	-19%	13%	?	3%	-4	-3
O=S(=O)(N/N=C/c1cccc(OC2CSC2)c1)c1ccccc1	12%	5%	54%[activator]	-16%	-4	-1
Cc1noc(C)c1C(=O)Nc1ccc(F)cc1F	6%	5%	/	1%	-9	7
C/C(=N\O)C(C)(C)Nc1ccc(Br)cc1	7%	-19%	-10%	0%	8	2
COc1ccccc1N1CCN(Cc2ccc(C(=O)O)cc2)CC1	0%	11%	7%	2%	-8	-5
O=C(COC(=O)CN1C(=O)c2cccc([N+](=O)[O-])c2C1=O)NC1CCS(=O)(=O)C1 (stereo not drawn)	0%	16%	10%	-3%	-5	-1
CC(SCc1ccccc1)C(=O)N/N=C/c1cc2c(cc1Br)OCO2 (stereo not drawn)	-18%	-26%	?	-4%	18	15
Cc1ccc(-c2noc(COC(=O)c3ccco3)n2)cc1	64%[activator]	34%[activator]	49%[activator]	/	/	/
Cc1cc2c(cc1C)-c1nnc(-c3ccc4ccccc4n3)n1C(C)(C)C2	3%	/	16%	3%	-28	-5
COc1ccccc1OCCNC(=O)c1cc(SC)ccc1Cl	12%	-6%	30%[activator]	0%	-9	-3
CN(C)CCCN1C(=O)c2oc3ccc(F)cc3c(=O)c2C1c1cccnc1 (stereo not drawn)	?	6%	-25%	-7%	-3	-2
COC(=O)c1cn(CCOc2ccc(C)cc2)c2ccccc12	/	?	?	-1%	-6	2

Random excerpt: 6 records from the list.
SMILES	Pf growth 48h	HCV inhibitor	Pf growth 96h	Giardia FBPA inh	Shiga toxin inh	Cycloheximide cs
Cn1c(CNC2CCCCC2)c(C#N)c2ccccc21	11%	-29%	?	2%	13	10
O=C(COC(=O)CN1C(=O)c2cccc([N+](=O)[O-])c2C1=O)NC1CCS(=O)(=O)C1 (stereo not drawn)	0%	16%	10%	-3%	-5	-1
COc1ccccc1N1CCN(Cc2ccc(C(=O)O)cc2)CC1	0%	11%	7%	2%	-8	-5
CC(C)c1ccc(OCC(O)CN2CCCC2)cc1 (stereo not drawn)	-3%	?	?	-12%	-8	0
CCOC(=O)N1CCN(c2c(N3CCOCC3)c(=O)c2=O)CC1	/	12%	-14%	0%	-5	10
CCc1nc(SCC(=O)Nc2ccccc2C)n[nH]1	13%	-1%	-17%	-14%	-8	-2

Other records follow:
SMILES	Pf growth 48h	HCV inhibitor	Pf growth 96h	Giardia FBPA inh	Shiga toxin inh	Cycloheximide cs
Cc1cc(-c2ccc(C)c(S(=O)(=O)NCCCN(Cc3ccccc3)C(C)C)c2)on1	?	-23%	10%	/	-6	-3
CCCNC(=O)c1nc(C)n(-c2cc(Cl)ccc2Cl)n1	-30%	13%	-1%	1%	-2	1
COc1ccccc1/C=N/NC(=S)Nc1cccnc1	?	?	17%	-7%	19	13
COCCn1cc(C(=O)c2ccccc2OCC(=O)Nc2cc(C)on2)cc(C#N)c1=O	-26%	?	2%	-2%	-6	-1
CC(C)(C)c1ccc(/C=N/OCC(=O)NCc2ccc(F)cc2)cc1	?	-22%	?	6%	17	2
O=C(c1ccc(F)cc1)N1CCC2(CC1)NCCc1[nH]cnc12	10%	18%	40%	/	-10	-6
COc1cccc(CNC(=O)c2ccc(NC(=O)C3CCCO3)cc2)c1 (stereo not drawn)	16%	-11%	74%[activator]	6%	-5	1
COc1cccc(-n2ccn(CC(=O)NCCc3ccccc3)c(=O)c2=O)c1	0%	16%	?	-4%	-5	1
COc1cc(NC(=O)c2cc(C)no2)c(OC)cc1Cl	17%	-24%	30%[activator]	3%	-3	1
CCCCOc1ccc(C(=O)N2CC(C)OC(C)C2)cc1 (stereo not drawn)	20%	5%	/	3%	18	4
CCOc1ccc(Br)cc1C1C(C(=O)OC)=C(N)Oc2cc(N(C)C)ccc21 (stereo not drawn)	/	?	?	-10%	-9	1
COc1cc2c(cc1OC)CN(Cc1ccc(C)cc1)CC2	16%	-17%	?	-19%	14	2
CC1=C(C(=O)OCCCBr)C(c2ccc3c(c2)OCO3)NC(=O)N1 (stereo not drawn)	?	-9%	?	-10%	-12	-4
CCOC(=O)c1ccc(NC(=O)C(CC)CC)cc1	75%[activator]	4%	/	1%	71*	30*
O=C(Cn1cncn1)c1ccc(Cl)cc1	-2%	8%	6%	2%	-18	-7
O=S(=O)(c1ccc(F)cc1)N1CCCC(CO)C1 (stereo not drawn)	-2%	?	0%	11%	-8	1
CCN(CC)C(=O)Sc1cccc2cccnc12	39%[activator]	-28%	1%	-7%	-12	7
C=C(C)C(=O)Nc1cccc(C2=NOC3(C2)C[C@@H](C(N)=O)N(C(=O)C(=C)C)C3)c1 (stereo partly drawn)	0%	0%	0%	-2%	-7	-3
CCOc1ccc(Cl)cc1CNc1nnnn1CC	5%	-4%	-19%	4%	/	-1
Cc1nnc(SCC(=O)Nc2ccc([N+](=O)[O-])cc2)n1CC1CCCO1 (stereo not drawn)	21%	16%	2%	/	21	-2
CNc1nc2c(c(=O)[nH]c(=O)n2C)n1CCOC	-3%	/	/	5%	133	1
COc1ccc(Cc2c(Cl)ncnc2Cl)cc1	?	6%	-26%	0%	-4	3
O=C(NCCc1ccccn1)C(F)(F)C(F)(F)C(F)(F)C(F)(F)C(F)(F)C(F)(F)C(F)(F)C(F)F	?	34%[activator]	?	0%	20	7
Brc1ccc(CSc2ccc3nnc(-c4cccnc4)n3n2)cc1	?	?	?	11%	-8	-2
CCOc1cc(/C=C2\SC(=S)N(NC(=O)c3cccnc3)C2=O)ccc1O	17%	-10%	-2%	-7%	12	-2
COc1ccccc1CNCCc1ccc(F)cc1	/	5%	0%	?	-10	-4

Entries of single compounds as entered above:
Shown for `Cc1nnc(SCC(=O)Nc2ccc([N+](=O)[O-])cc2)n1CC1CCCO1` (stereo not drawn) = Pf growth 48h: 21%; HCV inhibitor: 16%; Pf growth 96h: 2%; Giardia FBPA inh: /; Shiga toxin inh: 21; Cycloheximide cs: -2
Shown for `CCOc1ccc(Cl)cc1CNc1nnnn1CC` = Pf growth 48h: 5%; HCV inhibitor: -4%; Pf growth 96h: -19%; Giardia FBPA inh: 4%; Shiga toxin inh: /; Cycloheximide cs: -1

From PubChem BioAssay
